From PubChem BioAssay
bub3 = NCI yeast anticancer drug screen, S. cerevisiae bub3 mutant strain. growth inhibition, % at 50 µM. AID 167. hit rate 9.9% among 78,000;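 note: 0% = growth of vehicle-only cultures of the same strain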
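Growth of a checkpoint-deficient yeast mutant is measured after compound exposure. Values represent inhibition relative to vehicle.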
yeast rad50 = NCI yeast anticancer drug screen, S. cerevisiae rad50 strain; growth inhibition, % at 50 µM; hit rate 10% among 79,000; AID 155;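 note: 0% = growth of vehicle-only cultures of the same strain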
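DNA repair mutant yeast, compound exposure, growth read-out; inhibition is taken relative to vehicle.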
yeast mlh1 rad18 = NCI yeast anticancer drug screen, S. cerevisiae mlh1 rad18 strain; growth inhibition, % at 50 µM; hit rate 11% among 79,000;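 note: 0% = growth of vehicle-only cultures of the same strain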
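Steps: expose repair-defective yeast to compound; measure growth; express inhibition against vehicle-treated controls.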
cln2 rad14 = NCI yeast anticancer drug screen, S. cerevisiae cln2 rad14 strain | growth inhibition, % at 50 µM | hit rate 8.3% among 78,000;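 note: 0% = growth of vehicle-only cultures of the same strain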
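Readout is yeast growth inhibition versus vehicle-treated controls, using a strain with cln2 and rad14 alterations exposed to compound.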
yeast mec2-1 = NCI yeast anticancer drug screen, S. cerevisiae mec2-1 strain; hit rate 9% among 79,000; growth inhibition, % at 50 µM;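 note: 0% = growth of vehicle-only cultures of the same strain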
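Strain: mec2-1 (DNA repair/cell cycle alteration). Compound exposure, then growth measured; inhibition expressed relative to vehicle.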
yeast sgs1 mgt1 = NCI yeast anticancer drug screen, S. cerevisiae sgs1 mgt1 strain. growth inhibition, % at 50 µM. hit rate 10% among 78,000;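 note: 0% = growth of vehicle-only cultures of the same strain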
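Test agents were incubated with a DNA-repair-mutant yeast strain. Growth was then read and compared against vehicle-treated controls.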
The depositor's hits bear a star; . = no result given; & = joins results of further samples. Cut-off read from the data, not from the text of the source: active = growth inhibition above about 70%; inactive = the rest.

The first 2 records, to show the layout:
SMILES	bub3	yeast rad50	yeast mlh1 rad18	cln2 rad14	yeast mec2-1	yeast sgs1 mgt1
OC1(c2ccccc2)c2ccccc2NC2=NCCN21 (centres undefined)	-45.9	-14.7	-16.9	-10.5	-12.4	-10.7
COC(=O)C1=CC(O)CCC1c1ccc(OC)cc1 (centres undefined)	-5.5	-6.2	-19.2	-5.8	-10.7	-13.2

The whole of this part, from the start:
SMILES	bub3	yeast rad50	yeast mlh1 rad18	cln2 rad14	yeast mec2-1	yeast sgs1 mgt1
OC1(c2ccccc2)c2ccccc2NC2=NCCN21 (centres undefined)	-45.9	-14.7	-16.9	-10.5	-12.4	-10.7
COC(=O)C1=CC(O)CCC1c1ccc(OC)cc1 (centres undefined)	-5.5	-6.2	-19.2	-5.8	-10.7	-13.2
CC12CCC(C(=O)n3c1nc1ccccc13)C(C)(C)O2 (centres undefined)	4.2	8.2	-12.3	4.0	-6.8	-7.5
CCCCCCC(C(=O)OCC)C(=O)OCC	35.2	16.2	2.0	-31.4	30.6	4.3
Cc1ccc(C(=O)NCCCl)cc1C	-8.6	-18.3	-57.5	-11.3	-21.1	-20.4
CCOC(=O)C(C(=O)OCC)C(c1ccccc1)c1ccc(OC)cc1 (centres undefined)	11.6	4.7	3.0	27.0	15.4	12.4
Nc1ccc(S(=O)(=O)Nc2nc3ccccc3nc2N2CCCCC2)cc1	76.4*	51.8	85.9*	32.3	40.8	64.7
Cc1cc(NS(=O)(=O)c2ccc(Nc3c4ccccc4nc4c(C(=O)NCCN(C)C)ccc(Cl)c34)cc2)no1	-3.2	-9.2	63.5	6.1	17.1	-2.4
O=C1CC(SC(=S)N2CCOCC2)C(=O)N1 (centres undefined)	3.3	-19.4	7.7	-31.4	5.2	6.1
Cc1cncc(O)c1	6.2&11.9	8.6&-0.9	1.6&-16.0	-4.0&4.8	-3.3&0.1	5.8&5.2
c1ccc(CC2=NCCc3ccccc32)cc1	-2.6	-16.4	-8.7	1.1	-28.3	-3.3
Nc1ccc2c(C(F)(F)F)cc(=O)oc2c1	8.6	14.2	8.8	-29.6	-2.2	8.2
c1cc[n+]2cc3c(ccc4cc5cccc[n+]5cc43)cc2c1	-2.3	17.4	11.6	58.0	11.1	31.4
COc1cc(C(Nc2ncccn2)c2cc3c(cc2O)OCO3)cc(OC)c1O (centres undefined)	28.1	25.1	34.0	23.1	50.5	28.4
CC(/C=C/c1ccc(Cl)cc1)=N\NC(=S)NCC(C)C	85.4*	39.8	77.3*	17.6	66.7	77.8*
Brc1c(NC2=NCCN2)ccc2nccnc12	-22.1	6.2	-56.9	-6.5	5.1	-24.0
[N-]=[N+]=C(C(=O)c1ccccc1)c1ccccc1	16.2	13.4	11.3	9.5	23.6	0.1
COc1cccc(C2CC(C)(O)Oc3cc4c(cc32)OCO4)c1O (centres undefined)	23.3	9.2	6.7	12.1	-8.2	-9.4
O=c1[nH]c(C(Cl)(Cl)Cl)nc2ccc(Cl)cc12	-10.1	-0.3	-12.1	11.8	8.6	-1.9
Cc1ccc(NC(=O)OCCN(C)C)cc1Cl	8.2	-6.8	-4.6	11.1	-25.8	16.4
CC(O)COc1ccc(C(C)(C)C)cc1 (centres undefined)	10.8	3.2	2.6	-13.0	-4.2	-2.5
C/C(=C\C(=O)c1ccc(Sc2ccccc2)cc1)c1ccc(Sc2ccccc2)cc1	24.1	25.1	21.2	-17.6	-4.8	6.2
O=C1CCNC(=O)N1	-10.2	33.7	23.4	21.1	-7.3	4.8
Cc1ccc(C(=O)NC2C(=O)NC(C(C)C)C(=O)N3CCCC3C(=O)N(C)CC(=O)N(C)C(C(C)C)C(=O)OC2C)c2c1Oc1c(c(C(=O)NC3C(=O)NC(C(C)C)C(=O)N4CCCC4C(=O)N(C)CC(=O)N(C)C(C(C)C)C(=O)OC3C)c3nc(-c4ccccc4)c(=O)oc3c1C)N2 (centres undefined)	-21.2	6.5	.	-20.6	13.1	-34.0
C=CCCCCC1CCC2CCC(CCCCC=C)N12 (centres undefined)	49.4	40.8	35.9	42.5	28.4	38.6
CCSc1nc2ccc(Nn3nnnc3-c3ccccc3)cc2s1	7.5	23.1	19.5	8.8	7.5	-0.2
O=C(O)CC1SC2(C(=O)N(Cc3ccccc3)c3ccccc32)N(c2ccccc2)C1=O (centres undefined)	8.6	45.4	53.0	-8.6	29.8	32.5
Cn1c(=O)c(C(=O)Nc2nc(C34CC5CC(CC(C5)C3)C4)cs2)c(O)c2ccccc21	-10.0	-27.8	-30.6	11.1	-28.6	-5.7
O=C(Nc1ccccc1C(=O)NC(=O)c1ccccc1NC(=O)c1ccccc1)c1ccccc1	46.1	58.9	63.5	40.8	57.5	54.8
N#Cc1c(-c2ccc(F)cc2)c(-c2ccc(F)cc2)nn(CCO)c1=O	-1.1	11.8	-13.9	9.9	-23.1	25.6
CC(=O)[C@H]1CC[C@@H]2[C@]1(C)CC1OC13[C@@]21C=C[C@@]2(CC(=O)CC[C@]32C)C2C(=O)OC(=O)C21 (some centres undefined)	4.0	17.6	22.9	18.5	4.5	40.8
O=[N+]([O-])c1cn(CCNc2c3ccccc3nc3ccccc23)cn1	-3.9	17.4	16.8	10.6	-5.3	20.4
COc1ccc(-c2nnc(-c3ccncc3)o2)cc1	19.1	12.2	6.7	3.5	22.9	25.1
N#CCC(=O)N/N=C/c1cc(Cl)cc(Cl)c1O	58.1	48.5	15.5	28.6	38.1	56.0
N#Cc1c[nH]n2ccnc12	-4.1	-16.7	-17.1	-21.7	-20.4	-23.4
CCCOc1ccccc1O	4.3	5.3	29.2	22.9	5.6	8.1
CCOC(=S)SSC(=S)OCC	17.9	-5.2	12.0	-6.5	6.4	9.3
CCOC(=O)C(Sc1ccccc1)(C(=O)c1ccccc1)S(=O)(=O)c1ccccc1 (centres undefined)	-1.0	-3.2	20.8	6.7	11.6	-8.6
CC[CH2][Sn]([CH2]CC)([O]C(=O)Cc1ccc(F)cc1)[O][Sn]([CH2]CC)([CH2]CC)[O]C(=O)Cc1ccc(F)cc1	89.1*	90.2*	83.6*	82.8*	89.4*	87.8*
COC(=O)c1ccccc1C1CN=NC12Cc1ccc3c(c1C2=O)CCC3 (centres undefined)	7.1	-0.8	16.7	-7.3	-3.5	1.8
CCN(CC)C(=O)CCC(=O)O	0.6	0.4	24.7	3.3	-13.3	-14.7
CN(C)CCCN1c2ccccc2C(C)(C)c2ccccc21	-43.4	-6.7	-4.0	-24.5	9.4	-7.9
CCOC(=O)C1=C(C)NC(=O)NC1c1ccc(OC)cc1OC (centres undefined)	-18.0	-2.1	-6.5	18.6	-25.6	-11.7
NC(=O)/C(N=Nc1ccccc1S(=O)(=O)O)=N/Nc1ccccc1S(=O)(=O)O	-3.9	-33.6	12.5	27.1	-0.7	3.9
N#CC1c2ccccc2C=CN1C(=O)CCBr (centres undefined)	12.3	-2.0	-10.5	18.0	12.4	16.1

Some of the entries above, reformatted.
smiles,bub3,yeast rad50,yeast mlh1 rad18,cln2 rad14,yeast mec2-1,yeast sgs1 mgt1
COc1ccc(-c2nnc(-c3ccncc3)o2)cc1,19.1,12.2,6.7,3.5,22.9,25.1
CCOC(=S)SSC(=S)OCC,17.9,-5.2,12.0,-6.5,6.4,9.3
CC(=O)[C@H]1CC[C@@H]2[C@]1(C)CC1OC13[C@@]21C=C[C@@]2(CC(=O)CC[C@]32C)C2C(=O)OC(=O)C21 (some centres undefined),4.0,17.6,22.9,18.5,4.5,40.8
O=[N+]([O-])c1cn(CCNc2c3ccccc3nc3ccccc23)cn1,-3.9,17.4,16.8,10.6,-5.3,20.4
NC(=O)/C(N=Nc1ccccc1S(=O)(=O)O)=N/Nc1ccccc1S(=O)(=O)O,-3.9,-33.6,12.5,27.1,-0.7,3.9
CCCOc1ccccc1O,4.3,5.3,29.2,22.9,5.6,8.1
CCOC(=O)C1=C(C)NC(=O)NC1c1ccc(OC)cc1OC (centres undefined),-18.0,-2.1,-6.5,18.6,-25.6,-11.7

(cont.)
SMILES	bub3	yeast rad50	yeast mlh1 rad18	cln2 rad14	yeast mec2-1	yeast sgs1 mgt1
O=C(CNC(=O)OCc1ccccc1)NC1(C(=O)NC2(C(=O)OCc3ccccc3)CCCC2)CCCC1	-2.9	2.5	16.6	3.4	10.2	12.8
CN(C)/N=C1\CC(c2ccccc2)C(C#N)(C#N)C1(C#N)C#N (centres undefined)	89.6*	89.3*	91.5*	88.5*	89.0*	88.5*
Cc1[nH]nc(/C(N)=N/O)c1N	-21.2	-22.8	-10.2	-46.5	0.2	-10.8
COC(=O)CNC(=O)C(N)CSC(=O)c1ccccc1 (centres undefined)	6.2	-0.3	5.0	-24.6	-14.6	-5.2
CCNCC#CCNCC	0.5	-10.8	-9.8	7.8	-23.4	-6.5
O=C1C[C@H](c2ccccc2)O[C@@H](c2ccccc2)C1	15.4	7.3	17.8	16.8	0.4	28.0
CCSC(SCC)C(NC(C)=O)C(O)C(O)COC(=O)c1ccccc1 (centres undefined)	1.4	6.0	25.2	12.0	17.3	17.4
Cc1cc(=O)oc2c(C3=NN(C=O)C(c4ccccc4)C3)c(O)ccc12 (centres undefined)	-10.5	1.6	-68.8	-3.8	-12.1	-38.2
Cc1ccc(NC(=O)CCS)cc1	-13.2	-1.8	15.9	2.1	-25.9	9.5
COC(C)(C)[C@@H]1CCCN1C1=C(C)C(=O)OC1	46.6	46.6	75.8*	24.6	69.3	78.5*
CCOC(=O)CC1CCCN1Sc1ccc([N+](=O)[O-])cc1[N+](=O)[O-] (centres undefined)	35.5	20.1	57.9	13.0	4.3	41.4
COc1ccc(/C=N/NS(=O)(=O)c2ccccc2)cc1	99.2*	99.1*	99.0*	98.0*	99.3*	99.0*
O=C(CCC1OCCO1)Nc1cc([N+](=O)[O-])ccc1OCc1ccccc1	-1.4	-1.9	7.6	-8.2	4.5	6.2
CC(=O)c1c(-c2cccc3ccccc23)c(C#N)c(=S)n(C2OC(CO)C(O)C(O)C2O)c1-c1ccccc1 (centres undefined)	12.3&34.9	31.6&21.2	24.7&21.6	23.8&25.7	-8.4&17.9	34.2&42.1
CCOC(=O)c1ccc(NCc2cccc([N+](=O)[O-])c2)cc1	73.8*	10.2	31.6	0.5	-18.5	10.4
CCOc1cccc2c1C(O)(C#Cc1ccccc1)c1cccc(OCC)c1C2(O)C#Cc1ccccc1 (centres undefined)	-1.9	-25.7	-20.6	-29.1	-12.7	-20.7
S=c1c(S)c(S)c1=S	25.7	43.0	55.4	-6.2	49.1	56.0
Cc1cc(N=Cc2ccc(C=Nc3ccc(Br)c(C)c3)cc2)ccc1Br	-0.9	2.6	6.6	2.4	-22.7	-0.5
O=C1OC(=O)C2=C1CCC2	3.9	-5.0	-12.4	13.3	-14.1	-20.4
O=C(O)c1cc(-c2ccccc2)nc2c(O)cccc12	42.1	57.7	59.5	-45.0	21.8	13.1
C(/C=C/c1ccccc1)=C(c1ccccc1)c1ccccc1	-44.2	-43.9	-42.5	-13.1	-68.2	-31.2
O=C(Nc1cccc2ccccc12)c1ccc(Cl)c(Cl)c1	63.5	38.6	72.3*	43.8	53.4	52.8
COc1cc(/C=C2\SC(=S)N(/C=C3\C(=O)C=C(C)OC3=O)C2=O)cc(OC)c1OC	7.0	3.3	13.2	-5.2	-4.0	12.1
CN(C(=O)C12C3C4C1C1C2C3C41C(N)=O)C(C)(C)C (centres undefined)	18.5	9.6	-6.3	25.1	7.8	4.3
O=c1oc2ccc(Br)cc2cc1-n1nnc2ccccc21	15.9	-0.5	5.5	0.6	-6.5	2.5
CCOC(=S)Sc1cccc2c1-c1ccc([N+](=O)[O-])cc1C2=O	26.7	13.7	0.6	-2.5	11.7	5.9
CN1C(=O)N(C)C2CC(=O)c3c(ccc4c3ncn4C)N2C1=O (centres undefined)	-3.5	-7.7	21.7	-23.1	-8.5	-1.6
CC(C)N(C(=O)C12C3C4C1C1C4(C#N)C3C12C(=O)O)C(C)C (centres undefined)	17.6	18.1	3.0	9.2	3.6	-5.7
O=C(CC(O)(C(F)(F)F)C(F)(F)Cl)CC(O)(C(F)(F)F)C(F)(F)Cl (centres undefined)	99.5*	99.3*	99.4*	99.0*	99.4*	99.7*
CCCCCCCCCCCCCCCc1ccccc1	7.2	30.0	-4.7	1.9	-7.1	20.2
CC(=O)C(C(C)=O)C(c1cccnc1)C(C(C)=O)C(C)=O	25.3	2.7	-10.5	0.1	0.7	10.0
CC1(C)C(N2CCOCC2)CS1(=O)=O (centres undefined)	-15.7	1.8	3.2	-24.2	-5.2	-1.5
Cn1c(Sc2ccc(-c3cccnc3)n2C)ccc1-c1cccnc1	97.8*	97.8*	97.3*	98.1*	98.7*	97.5*
COc1ccc(OCC(=O)O)c2c1CCC(C)C2=O (centres undefined)	-6.7	-6.0	-30.2	-6.7	-19.6	-3.3
